# FXIa inh = inhibitors of human coagulation factor XIa; purified human FXIa, fluorogenic AMC substrate cleavage; P03951; AID 687; 33,000 compounds, 0.3% hits; inhibition, % at 10 µM;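 active means inhibition above 40% in the primary screen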;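 further: 0% = enzyme without compound and 100% = blank wells lacking enzyme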
# Target sequence (P03951 19-387 limits assumed): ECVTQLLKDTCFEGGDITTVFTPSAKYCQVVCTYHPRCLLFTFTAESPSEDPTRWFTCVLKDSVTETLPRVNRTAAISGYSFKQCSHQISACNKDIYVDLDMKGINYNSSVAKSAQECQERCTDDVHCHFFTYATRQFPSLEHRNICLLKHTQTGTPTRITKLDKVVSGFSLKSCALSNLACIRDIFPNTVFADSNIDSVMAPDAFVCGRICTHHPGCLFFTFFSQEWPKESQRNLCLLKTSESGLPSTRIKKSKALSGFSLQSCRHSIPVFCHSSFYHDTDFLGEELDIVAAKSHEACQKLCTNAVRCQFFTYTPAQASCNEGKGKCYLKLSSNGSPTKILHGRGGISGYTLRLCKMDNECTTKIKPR
# Target sequence (P03951 388-625 limits assumed): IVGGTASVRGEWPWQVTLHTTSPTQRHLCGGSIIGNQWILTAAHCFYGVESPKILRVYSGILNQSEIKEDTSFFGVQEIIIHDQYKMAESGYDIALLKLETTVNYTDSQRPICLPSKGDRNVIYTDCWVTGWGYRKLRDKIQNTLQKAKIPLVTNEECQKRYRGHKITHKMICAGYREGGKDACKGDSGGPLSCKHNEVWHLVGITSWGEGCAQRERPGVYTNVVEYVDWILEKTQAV
# FXIIa inh = blocks human coagulation factor XIIa activity; P00748; purified human FXIIa, AMC substrate fluorescence, 2 h; inhibition, % at 10 µM; 33,000 compounds, 0.2% hits; in the data active means inhibition above about 30%;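 further: 0% = enzyme with vehicle only and 100% = no enzyme blank; many of its hits are not listed in these tables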
# Numbers without * were called inactive; & = joins results of further samples. A portion of the library; count on the stated rates, not on these rows.
SMILES,FXIa inh,FXIIa inh
CC(=O)N1CCCc2cc(S(=O)(=O)N3CCC(C)CC3)ccc21,-7,3
Cc1ccc(C(=O)Nc2nc(C)c(C)s2)o1,-7,2
COC(=O)C(Cc1ccccc1)NC(=O)COc1ccc(C(C)(C)C)cc1 (stereo not drawn),8,11
COc1ccccc1C(=O)N1CCN(CCc2ccccc2)CC1,11,5
Cc1cc2nnc(SC3CCCCN(C(=O)c4ccc(F)cc4)C3=O)n2c2ccccc12 (stereo not drawn),2,8
c1ccc(-c2ccccc2-c2nc(-c3ccncc3)no2)cc1,-4,1
Cc1cc(C(=O)NCCCC(=O)O)c(C)o1,-6,4
Cc1ccc(C)c(C(=O)NCCN(C)C)c1,2,-1
Cc1ccc(/C=N/NC(=O)CC2N=C(Cc3ccccc3)NNC2=O)cc1 (stereo not drawn),-1,7
COc1ccc(OCC(O)CN(C2CCCCC2)C2CCCCC2)cc1 (stereo not drawn),-9,4
O=C(CSc1nc(-c2ccco2)cc(C(F)(F)F)n1)NCCc1ccccc1,-1,9
CCCCN(CC)CCCNC(=O)C1c2ccccc2C(=O)N(C)C1c1cn(C)c2ccccc12 (stereo not drawn),-2,8
Cc1ccc(OCCNS(=O)(=O)c2ccc(N3CCCC3=O)cc2)cc1,-1,5
O=c1c2ccccc2nc(CSc2ncnc3nc[nH]c23)n1-c1cccc(C(F)(F)F)c1,-4,10
CCOC(=O)Cn1cc(C(=O)c2cccs2)c2ccccc21,6,4
CC1CCc2nc(NC(=O)C3CC3)sc2C1 (stereo not drawn),0,18
Fc1ccc(SCCc2ccncc2)cc1,-5&1,12&7
O=C(c1cccs1)N1CCN(S(=O)(=O)c2ccccc2)CC1,0,11
COc1ccc(Cn2c(CCCO)nc3ccccc32)cc1OC,8,5
COc1ccc(C(CC(=O)O)NC(=O)c2ccco2)cc1 (stereo not drawn),-14,8
C=CC[N+](C)(C)C/C(Cl)=C(\Cl)c1ccccc1,0,4
O=C(NCC1CCCO1)C1CCC(=O)N1Cc1ccc(F)cc1 (stereo not drawn),0,5
O=C(CN1C(=O)CC(c2ccccc2)=Nc2ccccc21)NC1CCCCC1,3,9
CCOC(=O)Cn1nnc(-c2ccc(OCC(C)C)cc2)n1,4,8
CC1(C)C(c2cccs2)=[N+]([O-])C2(CCCCC/C2=N\NC(N)=S)N1O (stereo not drawn),-2,11

# Remaining list, next part
SMILES,FXIa inh,FXIIa inh
Nc1nnc(-c2cc3ccccc3oc2=O)s1,-8,-1
CC(C)(C)C(=O)N(CCN(C(=O)C(C)(C)C)c1ccccc1)c1ccccc1,-1,9
COc1ccc(CCN2C(=O)C3C4C=CC(C3C2=O)C2C(=O)N(CCc3ccc(OC)c(OC)c3)C(=O)C42)cc1OC (stereo not drawn),-7,2
Cc1cc(C)c(OCCCCCNCCO)c(C)c1,15,-9
Cc1ccc(NC(=O)c2cc(S(=O)(=O)N3CCCCC3)cs2)cc1,1,12
O=C(CSc1nc(N2CCCCC2)nc(N2CCCCC2)n1)c1ccccc1,0,3
CN(C)S(=O)(=O)c1ccc(C(=O)N2CCOCC2)cc1,-4,-1
CCOc1cc2[nH]c(=S)n(CCc3ccc(OC)c(OC)c3)c(=O)c2cc1OCC,1,5
CCOC(=O)C1CCCCN1Cc1cc(OC)ccc1OC (stereo not drawn),3,11
CC(C)(C)c1ccc(COn2c(=O)c(-c3ccco3)[n+]([O-])c3ccccc32)cc1,-1,6
CCOC(=O)Nc1nnc(-c2ccc(OC)cc2)s1,2,-4
COc1ccc(NC(=O)c2ccccc2NS(C)(=O)=O)cc1OC,0,8
O=C1C2C3C=CC(C3)C2C(=O)N1CNc1ccccc1 (stereo not drawn),-3,4
COc1cccc(OC)c1C(=O)NC(=S)Nc1ccc2c(c1)Cc1ccccc1-2,7,8
O=C(CN1CCCCC1)Nc1ccc(S(=O)(=O)N2CCOCC2)cc1,14,-12
COc1ccc(C(=O)NC2CCCCCC2)cc1S(=O)(=O)N1CCCc2ccccc21,0,-4
CCOc1ccc(-c2nnn(CC(=O)NCc3ccc(F)cc3)n2)cc1OCC,4,2
Cn1nc([N+](=O)[O-])nc1Sc1nnc(-c2ccccc2)o1,2,6
COCCNC(=O)COC(=O)/C=C/c1c(C)nn(Cc2ccc(Cl)cc2Cl)c1Cl,9,6
c1ccc2c(COn3nnc4ccccc43)cccc2c1,4,9
CS(=O)(=O)N(CC(O)Cn1c2ccccc2c2ccccc21)c1cccc2ccccc12 (stereo not drawn),-3,19
C=CCn1c(SCC(=O)c2[nH]c(C)c(C(C)=O)c2C)nnc1-c1ccncc1,3,20
COc1cccc(Nc2ncccc2C(=O)Nc2ccccc2)c1,5,8
O=C(c1cccc(N2C(=O)C3C4C=CC(C4)C3C2=O)c1)N1CCCCCC1 (stereo not drawn),4,8
Cc1noc(C)c1CSc1nnc(-c2ccccc2)n1N,18,4

# In the list so far, 2 contain a Cl atom:
SMILES,FXIa inh,FXIIa inh
C=CC[N+](C)(C)C/C(Cl)=C(\Cl)c1ccccc1,0,4
COCCNC(=O)COC(=O)/C=C/c1c(C)nn(Cc2ccc(Cl)cc2Cl)c1Cl,9,6

# Next compounds follow.
SMILES,FXIa inh,FXIIa inh
CCOC(=O)c1c(C)c(C(=O)NCC2CCCO2)c(C)n1C (stereo not drawn),0,9
O=C1C2C3C=CC(C3)C2C(=O)N1CCCO (stereo not drawn),-2,-3
Cc1ccc(S(=O)(=O)N2CCN(C(=O)CN3CCCCC3)C2)cc1,-2,8
CCOc1ccc(C(=O)Nc2ccc(NC(=O)c3ccco3)c(Cl)c2)cc1Cl,-4,9
CCOCc1cn(CC(=O)c2ccc(Cl)cc2)c(C)nc1=N,-1,-3
COc1ccc(S(=O)(=O)Nc2nc3ccccc3s2)cc1OC,3,7
Cc1ccc(-c2nn3c(C)nnc3c3ccccc23)cc1S(=O)(=O)N(C)CCO,4,10
Cc1ccc(C(=O)NNS(=O)(=O)c2ccccc2[N+](=O)[O-])cc1,0,9
CCCCN(C(=O)Cn1nnc2ccccc21)C(C(=O)NCCOC)c1ccc(OC)cc1 (stereo not drawn),-2,5
O=C(CSCc1cccc(Cl)c1)N1CCN(Cc2ccc3c(c2)OCO3)CC1,14,2
O=C(CCn1nc(-c2ccccc2)c2ccccc2c1=O)N1CCN(c2ccccc2)CC1,0,7
Cc1ccc(-c2csc3ncn(CC(=O)N4CCOCC4)c(=O)c23)cc1,-14,-9
CCOCCOC(=O)C1=C(C)N(C)C(=O)NC1c1ccccc1F (stereo not drawn),-1,3
COC(=O)c1scc(C)c1NC(=O)C1CCCCC1,1,3
CCCC1C(c2ccc(OC)cc2)C(C#N)(C#N)C2(C#N)CC1(N)NC2=O (stereo not drawn),-7,6
CCS(=O)(=O)N1CCCC(C(=O)NCc2cccnc2)C1 (stereo not drawn),-4,3
CCc1nnc(NC(=O)c2c(O)c3c([nH]c2=O)CCCC3)s1,-9,5
Fc1ccc2[nH]c3c(NCCN4CCOCC4)ncnc3c2c1,-15,-1
CNC(=O)COc1ccc(-c2nn(C)c(=O)c3ccccc23)cc1,1,6
O=C(Cc1cccs1)N1CCCC(c2nc3c(nnn3Cc3ccccc3Cl)c(=O)[nH]2)C1 (stereo not drawn),2,5
COc1ccc(C)cc1S(=O)(=O)N(C)CC(=O)N1CCC(C)CC1,-1,-1
COc1ccccc1C1(CC(=O)O)CCOC(C(C)C)C1 (stereo not drawn),-5,-3
Cc1cc(C(F)(F)F)nn1Cc1ccc(C(=O)NCc2ccco2)o1,-5,5
CCOc1cc(/C=C\c2[nH]c(=O)[nH]c(=O)c2[N+](=O)[O-])ccc1OC(C)CC (stereo not drawn),6,5
Cc1cc(N=CC2=C(O)CC(C)(C)CC2=O)no1,-3,-2

# Record cards (already shown). Screens in order: FXIa inh, FXIIa inh
# `O=C(CSCc1cccc(Cl)c1)N1CCN(Cc2ccc3c(c2)OCO3)CC1` across the screens: 14, 2
# `COC(=O)c1scc(C)c1NC(=O)C1CCCCC1` across the screens: 1, 3
# `CCc1nnc(NC(=O)c2c(O)c3c([nH]c2=O)CCCC3)s1` across the screens: -9, 5
# `COc1ccccc1C1(CC(=O)O)CCOC(C(C)C)C1` (stereo not drawn) across the screens: -5, -3

# (next part)
SMILES,FXIa inh,FXIIa inh
COc1ccc2c(C)cc(SCC(=O)c3ccc4c(c3)OCO4)nc2c1,22,-13
CC(C)CSc1nnc2c(n1)[nH]c1ccccc12,0,4
CC(=O)Nc1ccc(-c2nnc(SCC(=O)Nc3ccc4c(c3)oc3ccccc34)n2C)cc1,28,-19
CC(C)c1c(O)nc(SCC(=O)N2CCOCC2)[nH]c1=O,-1,12
CC(NC(=O)C1C2C=CC(C2)C1C(=O)O)c1ccccc1 (stereo not drawn),-1,1
Fc1ccc(C2C3=C(Nc4ncnn42)c2ccccc2OC3c2ccncc2)cc1 (stereo not drawn),-1,3
COC(=O)[C@H](CC(C)C)NC(=O)NC1CCCCC1C (stereo partly drawn),-6,9
CSCC[C@H](NC(=O)CCNC(C)=O)c1nc2ccccc2[nH]1,21,-17
COc1ccc(C(O)Cc2nc3ccccc3n2C)cc1OC (stereo not drawn),-1,3
C/C(=C\C(=O)Nc1nccs1)c1ccccc1,1,5
Cc1ccc(OCC(=O)OC2CCS(=O)(=O)C2)cc1 (stereo not drawn),7,-2
N#CCCn1nnc(-c2ccccc2F)n1,2,1
CCCCC(=O)Nc1ccc(C(=O)NCc2ccncc2)cc1,-1,11
CCCOc1ccc(-c2nc(C#N)c(NCCCn3ccnc3)o2)cc1,33,4
Cn1c(C(=O)N2CCCC(C(=O)NCCCc3ccccc3)C2)cc2sccc21 (stereo not drawn),0,1
Cc1ccc(/C=C/C(=O)Nc2cc(C)on2)cc1,-1,6
CCCC1=C(C(=O)OCC)C(c2ccncc2)n2ncnc2N1 (stereo not drawn),-8,4
CCOc1ccc(C(=O)NCC(C)CN(C)C)cc1OCC (stereo not drawn),-5,4
Cc1ccc(C(=O)CC(=O)c2cc(Cl)ccc2O)cc1,-5,1
C=CCSc1n[nH]c(-c2ccccc2)n1,-7,3
CC(C)COc1ccc(C(=O)Nc2ccc(NC(=O)c3ccco3)c(Cl)c2)cc1,22,-10
CCOC(=O)c1cc2c(n(-c3ccccc3)c1=O)CC(C)(C)CC2=O,6,4
O=C(Oc1ccccc1-c1nnco1)c1ccccc1,5,10
Cc1cccc(C(=O)N2CCN(c3ccc(C(F)(F)F)cn3)CC2)c1C,-8,4
c1ccc(Cc2nnc(-c3ccccc3)o2)cc1,-3,6

# As a short view, part of the list above:
SMILES,FXIa inh,FXIIa inh
CC(=O)N1CCCc2cc(S(=O)(=O)N3CCC(C)CC3)ccc21,-7,3
Cc1ccc(C(=O)Nc2nc(C)c(C)s2)o1,-7,2
COC(=O)C(Cc1ccccc1)NC(=O)COc1ccc(C(C)(C)C)cc1 (stereo not drawn),8,11
COc1ccccc1C(=O)N1CCN(CCc2ccccc2)CC1,11,5
Cc1cc2nnc(SC3CCCCN(C(=O)c4ccc(F)cc4)C3=O)n2c2ccccc12 (stereo not drawn),2,8

# Other results follow:
SMILES,FXIa inh,FXIIa inh
Cc1nn(-c2ccccc2)c(C)c1CCC(=O)O,1,4
CCCc1cc(=O)n2c([nH]c3ccccc32)c1C#N,-13,-9
CC(=O)N[C@H]1C[C@@H]1c1ccccc1,3,6
Cc1sc2nc(C)n(/N=C/c3ccccc3O)c(=O)c2c1C,6,2
Cc1ccc(NC(=O)CCSCCC(=O)Nc2ccc(C)c(C)c2)cc1C,-11,4
CCN(CC)CCOc1ccc2c(c1)C(=NO)c1cc(OCCN(CC)CC)ccc1-2,-11,-8
CCOc1ccc(CNC(=O)CCCOc2cc(=O)n(C)c3ccccc23)cc1,18,-16
CCN(CC)S(=O)(=O)c1ccc(S(=O)(=O)N2CCCC2C(=O)O)cc1 (stereo not drawn),-8,5
O=C(Cc1ccccc1)Nc1cccc(-c2nc3ncccc3o2)c1,-1,6
COc1ccc(OC)c(C2NC(=O)c3sc(=S)n(-c4ccccc4)c3N2)c1 (stereo not drawn),-3,5
CCCn1c(SCC(=O)NC2CCCCC2C)n[nH]c1=O (stereo not drawn),1,5
CCN(CC)c1ccc(C(=O)c2ccccc2C(=O)O)c(O)c1,0,1
CCN1CCN(C(=O)c2ccccc2N(Cc2ccccc2)S(=O)(=O)c2ccc(C)cc2)CC1,0,0
Cc1ccc(-n2nc(C)c(NS(=O)(=O)c3ccccc3)c2C)cc1C,-7,0
O=C(CN1CCN(Cc2ccccc2Cl)C1=O)N1CCCCCC1,-1,2
CCOC(=O)C1CCCN(c2c(N3CCOCC3)c(=O)c2=O)C1 (stereo not drawn),9,4
O=C(CCCCCn1c(=S)[nH]c2ccc(Br)cc2c1=O)NCC1CCCO1 (stereo not drawn),-2,10
O=C(Nc1ccc2c(c1)OCCO2)c1ccncc1,1,6
Cn1c(=O)[nH]c(=O)c2c1nc(N1CCN(CCO)CC1)n2CCSc1nc2ccccc2s1,0,1
